Assay outcomes as filed in PubChem BioAssay.
PP5 inh: inhibitors of human protein phosphatase 5 (PP5); P53041; purified PP5c, OMFP substrate fluorescence; inhibition, % at 6.7 µM; hit rate 0.18% among 320,000;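 active means inhibition above the campaign's mean inhibition across all tested compounds plus 3 SD, cut at about 9.5% in these data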;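 further: 0% = DMSO only and 100% = 100 µM cantharidin control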
HCV core dimer: blocks dimerization of HCV core protein | TR-FRET GST/Flag-core106 dimerization, 1536-well | AID 1899 | hit rate 0.33% among 300,000 | inhibition, % at 5 µM;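 active means inhibition above the mean of all tested compounds plus 3 SD, set per screening campaign, cut at about 45% in these data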
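Assay system: GST-tagged and Flag-tagged HCV core protein residues 1-106 / Times: compound-protein-antibody incubation 4 h at 22.5 °C / Signal: time-resolved FRET, ex 340 nm, em 617 and 671 nm / Evaluation: % inhibition based on acceptor/donor emission ratio / Benchmarks: wells lacking GST-core106 and wells with excess unlabelled core106 / Repeats: singlicate, one well per compound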
procasp7 counter: counter-screen for procaspase-3 activators: activators of human procaspase-7; hit rate 0.093% among 330,000; recombinant procaspase-7, Ac-DEVD-pNA absorbance 405 nm; D23A/D198A/D206A triple mutant, cannot self-cleave; scale: DMSO 0, 5 µM enzyme 100; activation, % at 8.5 µM; AID 463210; P55210;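 active means percent activation above the screen-wide mean plus 3 SD, cut at about 25% in these data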
Target sequence (P55210 whole entry D23A/D198A/D206A): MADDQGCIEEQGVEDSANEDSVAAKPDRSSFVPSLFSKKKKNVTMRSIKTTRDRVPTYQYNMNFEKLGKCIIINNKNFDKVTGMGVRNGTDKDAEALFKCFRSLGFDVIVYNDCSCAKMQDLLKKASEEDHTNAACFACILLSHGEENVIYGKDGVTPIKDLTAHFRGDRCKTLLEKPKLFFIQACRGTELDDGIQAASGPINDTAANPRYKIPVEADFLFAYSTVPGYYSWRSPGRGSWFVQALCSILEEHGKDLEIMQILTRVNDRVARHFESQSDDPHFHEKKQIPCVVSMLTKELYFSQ
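System: Uncleavable procaspase-7 mutant enzyme; Amount: 2 µM procaspase-7 mutant as dispensed; Schedule: 1 h compound preincubation, 2 h substrate cleavage, 25 °C; Measured by: 405 nm absorbance of p-nitroaniline; Evaluation: percent activation from buffer-corrected 0–120 min absorbance change; Control set: low DMSO alone, high DMSO plus 5 µM PC-7.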
Fh CTSL1 inh: counter-screen for PFM18AAP inhibitors: inhibitors of F. hepatica cathepsin L1. hit rate 0.49% among 300,000. inhibition, % at 5.96 µM. recombinant F. hepatica cathepsin L1, Z-Leu-Arg-MCA fluorescence;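 active means inhibition above the mean of all tested compounds plus 3 SD, set per screening campaign, cut at about 17% in these data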;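 further: 0% = plate median of test compound wells and 100% = 1 µM Z-Phe-Ala-diazomethylketone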
GRK2 aptamer HTS: blocks RNA aptamer binding to human GRK2; AID 488847; bead flow cytometry, FAM-aptamer displacement from GRK2; inhibition of aptamer binding, % at 10 µM; hit rate 0.59% among 330,000; P25098;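 active means inhibition of aptamer binding above 40%, roughly 3 SD of noise, on plates passing a quality check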;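 further: median bead fluorescence of bound FAM aptamer so fluorescent compounds give negative values; no value below 0 was filed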
PP1 counter: PP1-alpha (human) inhibition in PP5 counter-screen | P62136 | purified PP1alpha, OMFP fluorescence | inhibition, % at 6.7 µM | hit rate 0.9% among 320,000 | AID 2235;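 active means inhibition above the mean inhibition of all tested compounds plus 3 SD, computed separately for each screening campaign, cut at about 15% in these data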
JMJD2C inh: inhibitors of human GASC-1 (JMJD2C) demethylase. GST-JMJD2C(1-420) H3K9me3 demethylation, DELFIA europium. hit rate 0.069% among 330,000. AID 2099. inhibition, % at 2.35 µM. Q9H3R0;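 active means more than half of a compound's replicate wells show inhibition beyond 50%, single wells judged on their own value; inconclusive means some, but no more than half, of replicates pass 50% inhibition; inactive means no replicate passes 50% inhibition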;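 further: signal counts dimethyl H3K9 product captured on neutravidin plate; 0% = median of DMSO wells and 100% = 0.3 times that DMSO median; strong numbers were not always called active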
Target sequence (Q9H3R0 1-420 limits assumed): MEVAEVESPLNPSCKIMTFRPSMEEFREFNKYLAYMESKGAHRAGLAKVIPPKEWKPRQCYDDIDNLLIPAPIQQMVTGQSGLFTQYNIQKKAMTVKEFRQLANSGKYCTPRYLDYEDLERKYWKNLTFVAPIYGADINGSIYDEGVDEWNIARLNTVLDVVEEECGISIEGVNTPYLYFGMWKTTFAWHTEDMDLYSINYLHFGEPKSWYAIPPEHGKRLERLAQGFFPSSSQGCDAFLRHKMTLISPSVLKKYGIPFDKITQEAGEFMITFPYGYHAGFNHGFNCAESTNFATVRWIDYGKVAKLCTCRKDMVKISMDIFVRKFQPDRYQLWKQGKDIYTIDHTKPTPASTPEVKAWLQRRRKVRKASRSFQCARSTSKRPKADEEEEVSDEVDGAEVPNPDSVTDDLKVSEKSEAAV
proCasp3 act: procaspase-3 (human) activation. AID 463141. recombinant procaspase-3 D3A, Ac-DEVD-pNA absorbance 405 nm. hit rate 0.11% among 330,000. activation, % at 8.5 µM;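 active means activation above the mean of all tested compounds plus 3 SD, cut at about 21% in these data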;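 further: 0% = DMSO alone and 100% = DMSO wells spiked with extra 5 µM PC-3 D3A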
Target sequence (P42574 whole entry D9A/D28A/D175A): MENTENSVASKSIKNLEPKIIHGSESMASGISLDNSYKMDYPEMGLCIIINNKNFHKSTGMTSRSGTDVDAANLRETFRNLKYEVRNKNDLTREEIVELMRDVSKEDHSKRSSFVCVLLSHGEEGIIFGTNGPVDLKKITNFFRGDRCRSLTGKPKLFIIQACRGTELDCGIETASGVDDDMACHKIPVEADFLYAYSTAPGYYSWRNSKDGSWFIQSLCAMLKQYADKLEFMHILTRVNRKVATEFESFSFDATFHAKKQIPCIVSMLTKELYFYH
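assay system = Procaspase-3 D3A mutant | signal = absorbance at 405 nm, 0 and 120 min | times = 1 h preincubation plus 2 h reaction at 25 °C | repeats = single replicate | read-out = % activation between DMSO and enzyme-spiked controls | medium = Zinc-free HEPES saline buffer with Triton X-100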
VLA-4 inh: inhibition in a human VLA-4 binding assay; VLA-4 expressing cells, ligand binding flow cytometry; inhibition, % (about 7 µM as worked out from the volumes in the protocol); hit rate 0.2% among 330,000; AID 2557; in the data active means inhibition above about 50%
* marks the source's active call; other numbers are inactive results; ? = inconclusive; · = not tested or not shown.

SMILES | PP5 inh | HCV core dimer | procasp7 counter | Fh CTSL1 inh | GRK2 aptamer HTS | PP1 counter | JMJD2C inh | proCasp3 act | VLA-4 inh
Cc1cc(-c2ccccc2)oc(=O)c1NC(=O)c1ccccc1 | 0.5 | -5.0 | 3.1 | 1.6 | 0.0 | -0.9 | 12.0 | 4.8 | 8.5
COc1cccc(NS(=O)(=O)c2cc3[nH]c(=O)c(=O)[nH]c3cc2C)c1 | 0.1 | -0.6 | -2.4 | -3.0 | 2.0 | -3.7 | 0.7 | 4.9 | 0.6
COc1ccccc1CCC(=O)Nc1nccs1 | 0.8 | -2.1 | 12.9 | 1.9 | 0.0 | 0.2 | 12.5 | -2.5 | 0.8
COc1ccc2[nH]c(=O)c(C(c3nnnn3C3CCCCC3)N3CCN(C)CC3)cc2c1 (stereo not given) | -0.9 | 2.2 | 12.7 | 1.9 | 1.0 | 3.1 | -3.8 | 3.5 | 3.0
O=C(/C=C/c1ccc(F)cc1)NCc1cccs1 | 2.9 | -12.7 | -0.7 | -0.7 | 0.0 | -0.2 | 5.2 | -7.6 | -2.6
O=C(c1cccc(Cl)c1)N1CCN(C(=O)c2ccccc2F)CC1 | 1.4 | -2.9 | -1.6 | 2.4 | 5.0 | -2.1 | -0.6 | 6.2 | 5.7
O=C(COc1ccc(/C=N/NS(=O)(=O)c2ccccc2)cc1)Nc1ccccc1 | -0.8 | -1.6 | -0.2 | -1.1 | 1.0 | -2.0 | -3.5 | 5.2 | -2.2
CN=C(Nc1cc(Cl)ccc1Cl)SC1CC(=O)N(c2ccc(C(=O)OC)cc2)C1=O (stereo not given) | 5.9 | 1.4 | -3.1 | 5.3 | 0.0 | 3.0 | -2.7 | -10.8 | 4.4
CCCN1CCN(CCCNC(=O)C2CCCN(c3nc4ccc(OCC)cc4s3)C2)CC1 (stereo not given) | 4.2 | -9.2 | 0.4 | -3.6 | 0.0 | -2.1 | -18.0 | 0.0 | 14.0
Cc1ccc(C(=O)Nc2cccc(C(=O)N/N=C/c3ccc(O)cc3)c2)cc1 | 2.5 | -5.3 | 15.1 | 0.4 | 0.0 | 1.0 | -1.5 | 2.6 | -3.4
COC(=O)c1ccc(CS(=O)(=O)c2ccc(C)cc2)cc1 | -0.2 | -1.9 | 10.4 | 1.0 | 0.0 | -0.4 | 6.4 | -0.9 | 13.9
O=C(CNC(=O)c1sc2ccccc2c1Cl)NCc1cccc(C(F)(F)F)c1 | -0.7 | 3.0 | -3.4 | -1.4 | 4.0 | 1.8 | -1.6 | 6.4 | 53.3*
CSCC[C@H](N)C(=O)N1CCC(C(=O)N[C@H](C)C(=O)Nc2ccc(C(C)C)cc2)CC1 | 2.0 | 0.3 | -6.6 | -1.8 | 0.0 | -0.5 | -2.3 | -1.4 | 6.4
O=C(O)c1cc(NC(=O)c2ccc(Br)cc2)cc(NC(=O)c2ccc(Br)cc2)c1 | 1.6 | 19.6 | -1.1 | 2.4 | 2.0 | 7.3 | 13.0 | -4.5 | 4.9
COc1ccc(OCCSc2ccc(S(=O)(=O)N3CCCC3)cn2)cc1 | 0.9 | · | -7.7 | · | 2.0 | 0.5 | 0.4 | -7.8 | -3.8
CCC(C)NC(=S)N1CCN(Cc2ccccc2)CC1 (stereo not given) | 0.8 | -5.1 | 4.3 | -2.6 | 2.0 | -1.6 | -4.9 | -5.7 | -7.0
COC(=O)c1ccccc1NC(=O)NC1CCN(Cc2ccccc2)CC1 | 2.7 | 1.8 | -3.2 | -4.7 | 6.0 | -3.8 | ? | 0.6 | 5.9
COC(=O)C1=C(C)NC(=O)NC1c1ccc(-c2ccccc2Cl)o1 (stereo not given) | -0.3 | -1.3 | -26.4 | 7.2 | 1.0 | -3.3 | -2.7 | -19.5 | -2.9
Cc1ccc(C(=O)N2CCN(C)CC2)cc1[N+](=O)[O-] | 2.3 | -8.5 | 7.6 | -0.7 | 0.0 | -3.4 | 16.5 | 0.0 | -6.2
O=C1C2CC=CCC2C(=O)N1c1nc2n(n1)C(c1ccccc1)CC(c1ccccc1)N2 (stereo not given) | 0.5 | 21.5 | 8.2 | -1.3 | 0.0 | -1.8 | 20.5 | -10.8 | 3.9
O=C(C[C@@H]1C/C=C\C[C@@H](NC(=O)OCC2c3ccccc3-c3ccccc32)C(=O)OC[C@@H](Cc2ccccc2)NC1=O)NCCO | · | · | 7.4 | · | 5.0 | · | 3.1 | 2.7 | 18.5
COc1ccc(NC(=O)Nc2ccc3c(c2)C(=O)N([C@@H](C)CO)C[C@@H](C)[C@@H](CN(C)CC2CCCCC2)O3)cc1 | · | · | 1.1 | · | 0.0 | · | 1.2 | -6.2 | -9.3
Cn1cccc1C(=O)C(=O)Nc1cccc(Cl)c1Cl | -0.3 | -5.2 | 2.6 | -1.4 | 0.0 | 1.2 | 12.4 | 3.6 | 1.8
CCC(C)[C@H](NC(=O)[C@H](Cc1ccccc1)n1c(=O)[nH]c2ccccc2c1=O)C(=O)N1CCC(C(=O)O)CC1 (stereo not given in full) | 4.2 | -3.2 | -2.4 | -4.0 | 2.0 | 0.8 | 50.7 | 6.8 | 8.4
O=C(C[n+]1ccccc1)NNc1ccccc1 | 4.5 | -0.9 | -21.1 | 1.9 | 0.0 | -1.0 | 2.6 | -3.5 | 4.2
(next part)
SMILES | PP5 inh | HCV core dimer | procasp7 counter | Fh CTSL1 inh | GRK2 aptamer HTS | PP1 counter | JMJD2C inh | proCasp3 act | VLA-4 inh
CCc1cc(/C(Cc2ccccn2)=N\Nc2ccccc2)c(O)cc1O | 0.5 | -0.3 | -5.2 | 1.5 | 0.0 | 7.0 | 124.2 | -2.5 | 7.5
COc1cccc(-c2cc(C(=O)Nc3cc(C)nn3-c3ccccc3)no2)c1 | -1.5 | -6.4 | 6.9 | -0.9 | 3.0 | -0.3 | -12.6 | 10.1 | 13.2
O=C(CSc1cnc2ccccc2n1)c1ccc(F)cc1 | -0.9 | 4.2 | -15.8 | 5.8 | 0.0 | -1.0 | 2.1 | -4.3 | -4.9
COc1ccc(CNC(=O)C2CC(=O)N(c3ccc(OCC(=O)N4CCCCC4)cc3)C2)cc1 (stereo not given) | 0.3 | -5.3 | -2.8 | 4.8 | 2.0 | -1.1 | 5.2 | -3.1 | 16.1
CC(C)(C)OC(=O)N1CCN(C(=O)c2nc[nH]c2C(=O)N2CCN(c3ccccc3)CC2)CC1 | -1.8 | · | 2.5 | · | 0.0 | -4.4 | -1.3 | 1.0 | 16.6
O=C(CCCCCn1c(=S)[nH]c2ccsc2c1=O)NC1CCCCC1 | 4.3 | 4.7 | -11.9 | -4.7 | 1.0 | 1.1 | 6.7 | -3.4 | 0.1
O=C(c1ccc(Cl)cc1)C1CCN(C(=O)c2ccc(F)cc2)CC1 | 2.5 | 0.8 | -3.1 | 4.0 | 1.0 | 1.6 | 0.1 | -5.5 | 11.2
C#CCOCCOCCOCCNc1nc(N2CCN(C(=O)[C@H](CCC(=O)O)n3cc([C@@H](N)[C@H](C)CC)nn3)CC2)nc(N2CCN(C(=O)[C@H](CCCCN)n3cc([C@@H](N)CC(N)=O)nn3)CC2)n1 | · | · | 15.2 | · | 0.0 | · | 37.7 | 4.5 | -6.7
O=C(NCC(=O)N1CCN(c2ccccc2O)CC1)c1ccc2c(c1)OCO2 | -0.1 | 34.0 | 1.8 | 3.6 | 0.0 | 3.8 | 2.0 | 1.8 | -0.3
CC(=O)Nc1c2c(nn1-c1ccccc1)CS(=O)C2 (stereo not given) | 4.4 | -4.8 | 6.2 | -0.3 | 4.0 | 7.7 | 4.0 | 1.7 | 7.4
CCc1ccccc1NC(=S)NC1CC2CCCC(C1)N2Cc1cccs1 (stereo not given) | 1.5 | 2.5 | 5.6 | 0.3 | 0.0 | -2.2 | -5.0 | 12.5 | -2.8
Cc1[nH]c2ccccc2c1CCNC(=O)c1c(N)no[n+]1[O-] | -2.1 | -1.9 | -4.8 | -5.3 | 1.0 | -7.4 | -1.5 | -9.0 | 4.6
Cc1ccc(-c2csc(NCCc3nc4cc(Cl)c(Cl)cc4n3CCOCCO)n2)cc1 | 1.8 | -5.5 | -6.5 | -2.3 | 0.0 | 2.4 | -6.6 | 9.1 | -3.1
CCOc1ccc(C(C)(O)CN2CCOCC2)cc1 (stereo not given) | 1.0 | -1.3 | -6.9 | -0.8 | 1.0 | -4.4 | 0.6 | 1.7 | 20.6
CCC(C)/C(C)=N/NC(=O)CNS(=O)(=O)c1ccc([N+](=O)[O-])cc1 (stereo not given) | 0.6 | -1.5 | -2.5 | -3.2 | 1.0 | -6.9 | -4.4 | -3.4 | 11.5
O=C(NCCO)c1cccc(Cl)c1 | 2.6 | -1.0 | -1.9 | -1.0 | 0.0 | -2.3 | 12.3 | -3.5 | -11.7
O=C(COC(=O)c1ccc2ncsc2c1)Nc1ncc(Cl)cc1Cl | -0.4 | -5.3 | 1.4 | -9.4 | 23.0 | 4.0 | -12.4 | -6.5 | 6.8
Cc1nc(-c2cccs2)sc1C(=O)O | 1.6 | -3.4 | -9.4 | -2.2 | 0.0 | -2.5 | -1.8 | -3.9 | 4.8
CCOc1ccc(/C=C/C(=O)c2ccc(-c3ccccc3)cc2)cc1 | -2.1 | 1.1 | 1.9 | -0.2 | 0.0 | 0.1 | -3.4 | -3.5 | 6.6
N#Cc1ccc[n+](CC(=O)c2ccc(Cl)cc2)c1 | -0.9 | 18.6 | -6.0 | 1.2 | 0.0 | 6.4 | 10.3 | 2.3 | 12.0
Cn1c2c(c(=O)n(C)c1=O)C(CC(=O)Nc1ccccc1F)C(=O)N2 (stereo not given) | 0.6 | -0.7 | 6.2 | 2.3 | 4.0 | -2.1 | 1.3 | 2.9 | 36.7
CCN(CC)c1ccc(NC2=C(Cl)C(=O)c3ccccc3C2=O)cc1 | 2.9 | -16.1 | -7.4 | 4.2 | 4.0 | 1.8 | 2.4 | -15.0 | 54.0*
O=C(CCc1nc(-c2ccccc2F)no1)NCCN1CCc2ccccc2C1 | 3.5 | -4.4 | 2.4 | 1.2 | 0.0 | 1.0 | -5.7 | 0.4 | 11.6

Shown as labelled records: entries from further up
CCOc1ccc(C(C)(O)CN2CCOCC2)cc1 (stereo not given)
  PP5 inh: 1.0; HCV core dimer: -1.3; procasp7 counter: -6.9; Fh CTSL1 inh: -0.8; GRK2 aptamer HTS: 1.0; PP1 counter: -4.4; JMJD2C inh: 0.6; proCasp3 act: 1.7; VLA-4 inh: 20.6

CCC(C)/C(C)=N/NC(=O)CNS(=O)(=O)c1ccc([N+](=O)[O-])cc1 (stereo not given)
  PP5 inh: 0.6; HCV core dimer: -1.5; procasp7 counter: -2.5; Fh CTSL1 inh: -3.2; GRK2 aptamer HTS: 1.0; PP1 counter: -6.9; JMJD2C inh: -4.4; proCasp3 act: -3.4; VLA-4 inh: 11.5

O=C(NCCO)c1cccc(Cl)c1
  PP5 inh: 2.6; HCV core dimer: -1.0; procasp7 counter: -1.9; Fh CTSL1 inh: -1.0; GRK2 aptamer HTS: 0.0; PP1 counter: -2.3; JMJD2C inh: 12.3; proCasp3 act: -3.5; VLA-4 inh: -11.7
